NSD2 HMT inh = NSD2 (human) methyltransferase inhibition | NSD2 peptide methylation, AlphaScreen, 120 min | actives 0.54% (n = 310,000) | inhibition, % at 12.5 µM | AID 743445; in the data active means inhibition above about 50%
DAGLB inh = diacylglycerol lipase beta (human) inhibition; Q8NCG7; HEK293T DAGLB membrane lysate, EnzChek fluorogenic substrate; inhibition, % at 5.17 µM; actives 0.059% (n = 340,000); in the data active means inhibition above about 34%;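 further: 0% = enzyme with vehicle and 100% = wells lacking enzyme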
SR-BI HDL uptake = mouse SR-BI HDL lipid transfer inhibition; Q61009; AID 488896; inhibition, % at 12.5 µM; ldlA[mSR-BI] CHO cells, DiI-HDL uptake fluorescence, 3 h; actives 0.96% (n = 320,000);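 active means mean replicate inhibition of at least 70% and a set share of replicates each scoring 70 or more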;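 further: 0% = median of neutral control wells and 100% = median of positive control wells; values of inactives mirror those of a sister screen read the other way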
PKA-R2B activ = PKA-R2B complex activation | PKA-R2B holoenzyme dissociation, Cy5-IP20 fluorescence polarization; R2B truncated from residue 108, S112A mutant; 0% DMSO only, 100% 113 µM cGMP | actives 0.079% (n = 340,000) | AID 504700 | P22694+P31323 | activation, % at 11.4 µM;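 active means activation above a cutoff set at the mean over all compounds plus 3 SD, cut at about 18% in these data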;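 further: higher means more holoenzyme dissociation and a rise in polarization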
Target sequence (P31323 whole entry, looked up, other chains not shown, the tested form may be a part): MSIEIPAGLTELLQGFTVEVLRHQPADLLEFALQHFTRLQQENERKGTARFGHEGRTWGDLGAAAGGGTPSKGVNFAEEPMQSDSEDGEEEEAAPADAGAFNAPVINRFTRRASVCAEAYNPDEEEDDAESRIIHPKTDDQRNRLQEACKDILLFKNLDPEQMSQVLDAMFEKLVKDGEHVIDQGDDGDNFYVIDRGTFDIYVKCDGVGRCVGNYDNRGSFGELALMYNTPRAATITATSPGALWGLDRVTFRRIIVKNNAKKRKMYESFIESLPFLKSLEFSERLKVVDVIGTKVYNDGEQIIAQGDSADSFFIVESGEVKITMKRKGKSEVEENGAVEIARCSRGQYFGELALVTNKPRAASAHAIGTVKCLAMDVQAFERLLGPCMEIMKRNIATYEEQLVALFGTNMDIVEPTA
LANA DNA inh = inhibitors of KSHV LANA C-terminal domain DNA binding; MBP-C-LANA/FAM-LBS DNA binding, fluorescence polarization; inhibition, % at 9 µM; actives 0.078% (n = 340,000); AID 504423;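 active means highest replicate inhibition at or above 60% at 9 µM, even if other replicates fall short; inactive means all replicates below 60% inhibition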;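 further: 0% = neutral control wells and 100% = 4 µM acridine orange control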
Keap1-Nrf2 PPI = disrupts human Keap1 binding to Nrf2 peptide; inhibition, % at 9.4 µM; actives 0.15% (n = 340,000); Keap1 Kelch-Nrf2 peptide fluorescence polarization, 1536-well; AID 504523; Q14145; in the data active means inhibition above about 12%;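 further: human Keap1 Kelch domain with fluorescein labeled Nrf2 9mer peptide probe; 0% = neutral control wells and 100% = peptide positive control; higher means more block of Keap1 binding to Nrf2 peptide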
Target sequence (Q14145 whole entry, looked up, the tested form may be a part): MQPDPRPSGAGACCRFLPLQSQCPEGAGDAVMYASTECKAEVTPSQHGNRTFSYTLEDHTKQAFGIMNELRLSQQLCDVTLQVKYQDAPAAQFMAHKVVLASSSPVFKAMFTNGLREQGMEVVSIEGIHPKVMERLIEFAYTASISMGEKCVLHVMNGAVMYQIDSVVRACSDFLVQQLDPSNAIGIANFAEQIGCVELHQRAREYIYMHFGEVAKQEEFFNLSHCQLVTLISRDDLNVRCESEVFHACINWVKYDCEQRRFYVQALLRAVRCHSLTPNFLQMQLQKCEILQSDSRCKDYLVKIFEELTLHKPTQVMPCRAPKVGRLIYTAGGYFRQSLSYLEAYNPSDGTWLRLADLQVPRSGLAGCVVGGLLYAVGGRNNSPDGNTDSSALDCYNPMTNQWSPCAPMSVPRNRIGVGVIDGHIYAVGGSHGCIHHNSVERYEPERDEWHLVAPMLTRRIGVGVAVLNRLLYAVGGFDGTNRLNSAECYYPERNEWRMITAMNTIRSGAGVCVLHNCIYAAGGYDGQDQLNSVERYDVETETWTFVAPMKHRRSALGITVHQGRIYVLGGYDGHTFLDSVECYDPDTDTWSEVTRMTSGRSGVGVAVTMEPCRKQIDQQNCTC
PvdQ inh = P. aeruginosa PvdQ acylase inhibition | purified PvdQ acylase, fluorescence plate reader | inhibition, % at 10 µM | actives 0.063% (n = 340,000) | AID 488965; in the data active means inhibition above about 30%, passing the limit was not always enough;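 further: 0% = vehicle neutral wells and 100% = reference inhibitor wells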
Arrestin-AP2 inh = human beta-arrestin and AP2 interaction inhibition; FITC-arrestin peptide / GST-AP2 beads, flow cytometry; AP2 beta2 appendage carries R879A mutation; inhibition, % at 10 µM; actives 0.31% (n = 340,000);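 active means inhibition above a set limit, near 3 SD of compounds lacking own fluorescence, cut at about 54% in these data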;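 further: plate controls were DMSO wells for no effect and 5 µM unlabelled arrestin peptide for full effect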
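Measured by: flow cytometry, FL1 (488/535 nm); Material: AP2 appendage R879A on GSH beads; Evaluation: percent response; Timing: pre-incubation 12 min, peptide binding 1 h, room temperature; Also added: 50 nM FITC-arrestin peptide; Medium: PBS with 0.05% Tween 20 and 0.1% BSA.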
Cardiac RTF inh = cardiac RTF calcium desensitization; IANBD-labeled cardiac RTF, Ca2+ fluorescence; inhibition, % at 7.15 µM; actives 0.12% (n = 340,000);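 active means inhibition above the mean inhibition of all tested compounds plus 3 SD, cut at about 17% in these data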;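 further: assay run at fixed EC70 calcium of 1.6 mM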
SR-BI uptake up = SR-BI HDL lipid transfer activation; CHO ldlA[mSR-BI] cells, DiI-HDL uptake fluorescence, 3 h; 100 = double the neutral-control signal; activation, % at 12.5 µM; actives 0.096% (n = 320,000); AID 504775;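 active means mean replicate activation of at least 60% and every replicate at or above 60%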;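 further: 0% = median plate neutral-control signal and 100% = twice that signal; values of inactives mirror those of a sister screen read the other way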
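Material – SR-BI-overexpressing, LDLR-lacking CHO cells · Medium – BSA-supplemented, HEPES-buffered Ham's F12, pH 7.4 · Doses – single concentration · Times – compound with DiI-HDL co-incubation, 3 h at 37 °C · Measured by – bottom-read fluorescence, 550/595 nm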
* = called active by the depositor; · = no result given.

SMILES	Arrestin-AP2 inh	DAGLB inh	PvdQ inh	Keap1-Nrf2 PPI	PKA-R2B activ	NSD2 HMT inh	LANA DNA inh	Cardiac RTF inh	SR-BI HDL uptake	SR-BI uptake up
COc1cc(/C=N/Nc2ccc3ccccc3c2)ccc1OC(=O)c1ccco1	-6	2	-8	-3	0	0	-1.6	-15	0	0
COc1ccc(OCC(=O)NCCc2ccc(S(N)(=O)=O)cc2)cc1	0	1	-16	2	-21	-1	1.2	-9	-9	9
Cc1ccccc1N1C(=O)C(Cl)=C(N2CCOCC2)C1=O	-4	0	-15	3	-2	0	4.4	-18	13	-13
Cc1cccc2nc(CSc3nc4[nH]ncc4c(=O)n3-c3cccc(Cl)c3)cc(=O)n12	7	1	-12	0	-10	1	0.6	5	-49	49
CCOC(=O)CNC(=O)CNC(=O)c1nn(-c2ccc(OC)c(Cl)c2)c(=O)c2ccccc12	0	0	10	-4	-3	-2	7.5	4	1	-1
O=C(Nc1nc2ccccc2[nH]1)c1ccc(OC(F)F)cc1	15	-2	-2	-1	-1	1	0.5	-10	5	-5
O=C1OCc2cc(NC(=O)C3COc4ccccc4O3)ccc21 (configuration not stated)	4	3	-13	-4	8	·	-3.4	-15	7	-7
O=C(c1ccc2c(c1)C(=O)N(Cc1ccco1)C2O)N1CCOCC1 (configuration not stated)	10	0	-10	0	2	·	-0.4	-6	-21	21
O=C(N/N=C\c1ccc(-c2ccccc2[N+](=O)[O-])o1)C1COc2ccccc2O1 (configuration not stated)	-17	0	0	2	-9	1	1.2	3	-20	20
O=C(CSc1ncnc2nc[nH]c12)N1CCN(c2ccc(Cl)cc2)CC1	26	0	-3	0	-15	1	-0.5	5	-3	3
COc1cc(-c2nnc(SCC(=O)OC3CCCCC3)o2)cc(OC)c1OC	13	-6	8	-5	-7	·	1.4	-6	-3	3
CCCCN(C(=O)Cn1nnc2ccccc21)C(C(=O)NCCOC)c1ccccc1 (configuration not stated)	6	3	-2	-7	5	-4	0.2	-15	-22	22
Nc1cc(N)nc(SCC(=O)NCCC2=CCCCC2)n1	0	1	-3	-1	-2	2	0.8	7	-21	21
CCOc1ncccc1C(=O)NCc1ccc(OC)cc1	5	-2	-11	-1	8	6	0.5	-10	9	-9
COc1cccc(-n2ccnc2SCC(=O)Nc2cc(OC)ccc2OC)c1	0	-5	5	1	9	6	-1.0	-3	17	-17
COC(=O)c1c(C)noc1-c1ccc(Cl)cc1	3	-3	-13	3	1	2	-1.8	3	16	-16
CCOC(=O)C1(CCOc2ccccc2)CCN(Cc2cnc(C)[nH]2)CC1	20	-4	10	7	1	2	6.2	-4	3	-3
CCC(=O)c1c[nH]c(C(=O)NCCc2ccccn2)c1	13	1	-12	5	0	5	-0.7	-3	-24	24
Cc1ccc(/C=C/S(=O)(=O)NCC(=O)OCC(=O)N2CC(=O)Nc3ccccc32)cc1	36	-2	8	-2	2	7	-0.2	0	·	·
CCn1c(SCC(=O)N/N=C/c2cccs2)nc2ccccc21	6	-1	-2	-1	0	-1	-0.5	0	-6	6
COc1cc2c(CCNC(C)=O)c[nH]c2cc1O	11	-1	-7	-4	3	·	-5.1	-6	-3	3
S=C1NCCc2ccccc2C1c1ccccc1 (configuration not stated)	-2	-2	-16	-2	4	2	-2.4	-5	-6	6
CCSc1cc(N2CCCC2)nc(-c2ccc(C)cc2)n1	5	-4	-10	-2	-5	1	-0.8	-4	51	-51
CCOC(=O)c1c(C)n(C)c2ccc(OCC(O)CN(CC)CC)cc12 (configuration not stated)	-1	-3	4	4	-5	·	-2.6	-4	41	-41
Cc1cc(OCC(=O)Nc2ccccc2N2CCCCC2)ccc1C(C)C	12	-7	1	4	-7	77*	-1.1	5	23	-23

Individual results from the list:
COc1ccc(OCC(=O)NCCc2ccc(S(N)(=O)=O)cc2)cc1 – LANA DNA inh: 1.2
CCSc1cc(N2CCCC2)nc(-c2ccc(C)cc2)n1 – DAGLB inh: -4
Cc1cc(OCC(=O)Nc2ccccc2N2CCCCC2)ccc1C(C)C – PvdQ inh: 1
COc1cc2c(CCNC(C)=O)c[nH]c2cc1O – PvdQ inh: -7
O=C(N/N=C\c1ccc(-c2ccccc2[N+](=O)[O-])o1)C1COc2ccccc2O1 (configuration not stated) – DAGLB inh: 0

Next section:
SMILES	Arrestin-AP2 inh	DAGLB inh	PvdQ inh	Keap1-Nrf2 PPI	PKA-R2B activ	NSD2 HMT inh	LANA DNA inh	Cardiac RTF inh	SR-BI HDL uptake	SR-BI uptake up
C=CCn1c(=O)c(C(=O)Nc2ccccc2S(N)(=O)=O)c(O)c2ccccc21	5	7	-11	6	-6	-7	-1.2	-3	-8	8
COc1ccccc1C(=O)Nc1cccc(C(=O)N2CCOCC2)c1	-1	2	-5	-6	1	2	-1.8	3	-10	10
Cc1cc(O)c(/C=N/Nc2ccc(F)cc2)c(=O)o1	33	·	9	-5	·	4	0.8	·	-19	19
COc1cccc(-c2nc(CS(=O)CC(=O)NC(C)CCc3ccccc3)c(C)o2)c1 (configuration not stated)	9	-3	7	-5	10	0	-1.9	-7	29	-29
Cc1onc(-c2c(F)cccc2Cl)c1C(=O)NCCO	-7	1	-4	4	5	-1	0.4	-3	-7	7
CCCCNC(=O)C1=C(N)C(C(=O)Nc2ccc(C)c(S(=O)(=O)N3CCCCC3)c2)SC1=Nc1ccc(C)cc1C (configuration not stated)	3	-16	9	-2	-3	-1	-0.8	-7	48	-48
CCOC(=O)c1ccc(NC(=O)C2C3CCC(C3)C2C(=O)O)cc1 (configuration not stated)	3	-4	-16	5	1	-3	-0.2	-1	-27	27
CCn1cc(CNC(=O)CSc2nc(-c3ccc(OC)c(OC)c3)cc(C(F)(F)F)n2)c(C)n1	6	-3	17	-3	1	-5	-2.3	-7	52	-52
Cc1cc([N+](=O)[O-])nn1CC(=O)Nc1nc2ccccc2s1	35	-1	9	-2	4	2	-0.5	1	-14	14
O=C(O)CNC(=S)N(Cc1ccc(F)cc1)C1CCCCC1	33	3	-1	1	0	0	-3.1	1	12	-12
CC(=O)c1ccc(NC(=O)N2CCc3ccccc3C2)cc1	-16	-1	-6	-3	1	·	-0.8	1	19	-19
COc1ccc(C2=NO[C@@H]3[C@@H]4C[C@@H]([C@H]5C(=O)N(c6ccc7c(c6)OCO7)C(=O)[C@@H]45)[C@H]23)cc1OC	-4	0	-7	0	-8	0	-0.3	-2	-4	4
CCCCn1c(N)c(N(CC(C)C)C(=O)COC(=O)c2ccccc2NCCO)c(=O)[nH]c1=O	18	3	-6	-1	-1	0	1.4	-10	-7	7
Cc1ccc(NC(=O)Nc2cccs2)nc1	1	3	-4	-4	3	2	-0.1	3	-19	19
COc1ccc(N2C(=O)C3C4C=CC(C4)C3C2=O)nn1 (configuration not stated)	-1	-1	-10	-1	-5	-7	-0.9	-3	6	-6
COC(=O)NNC(=O)COc1ccc(Cl)cc1	25	1	0	4	2	1	-0.3	-3	-32	32
COc1cc2c(cc1OC)CN(S(C)(=O)=O)CC2	-1	-3	-6	0	-8	·	0.5	-3	-7	7
CCCCCn1c(CNC(=O)CC)nc2ccccc21	-8	-1	-7	1	1	·	-0.1	3	-24	24
CC(=O)Nc1cc(C(=O)N2CCc3ccccc3C2)ccc1Sc1ccc(Cl)cc1	21	0	20	-7	3	-3	0.1	-5	-11	11
O=C(c1ccc(Cl)c(Cl)c1)N1CCC(=O)N(C(COCc2cccc(C(F)(F)F)c2)Cc2ccccc2)CC1 (configuration not stated)	24	-10	-6	3	3	·	0.7	-6	13	-13
COc1ccc(NC(=O)CCS(=O)(=O)c2cccc3nonc23)cc1	1	-2	2	-1	-1	32	0.0	-12	19	-19
COc1ccc(C(=O)N2CCN(Cc3ccc4c(c3)OCO4)CC2)cc1OC	29	-1	-1	0	-1	-2	0.1	-3	-1	1
CN1C(=O)Cc2cc(S(=O)(=O)N3CCOCC3)ccc21	-2	1	-7	-4	0	-3	1.2	-19	-39	39
COc1ccc(C2Nc3ccccc3C(=O)N2NS(=O)(=O)c2ccc(C)cc2)cc1 (configuration not stated)	25	0	-10	1	0	-7	-1.7	-5	12	-12
Cc1cccc(NC(=O)CN(CC2CCCO2)C(=O)c2cc(S(=O)(=O)N(C)C)ccc2F)c1C (configuration not stated)	-1	1	-12	-5	-9	-3	1.8	-5	-27	27

Quoted at random: two records from the list
SMILES	Arrestin-AP2 inh	DAGLB inh	PvdQ inh	Keap1-Nrf2 PPI	PKA-R2B activ	NSD2 HMT inh	LANA DNA inh	Cardiac RTF inh	SR-BI HDL uptake	SR-BI uptake up
C=CCn1c(=O)c(C(=O)Nc2ccccc2S(N)(=O)=O)c(O)c2ccccc21	5	7	-11	6	-6	-7	-1.2	-3	-8	8
COc1ccc(C2Nc3ccccc3C(=O)N2NS(=O)(=O)c2ccc(C)cc2)cc1 (configuration not stated)	25	0	-10	1	0	-7	-1.7	-5	12	-12

Going on with the list:
SMILES	Arrestin-AP2 inh	DAGLB inh	PvdQ inh	Keap1-Nrf2 PPI	PKA-R2B activ	NSD2 HMT inh	LANA DNA inh	Cardiac RTF inh	SR-BI HDL uptake	SR-BI uptake up
O=S1(=O)CCC(n2nccc2-c2ccccc2)C1 (configuration not stated)	21	0	0	1	-7	-4	-0.2	1	-5	5
COc1ccc(-c2nc(CS(=O)CC(=O)NCc3ccc(Cl)cc3)c(C)o2)cc1OC (configuration not stated)	2	0	-12	-4	0	7	-1.2	-6	28	-28
COCCCNC(=O)c1ccc(N2CCCC2)c(NS(=O)(=O)c2ccc(C)cc2)c1	-3	0	-6	1	1	·	5.3	-5	-15	15
CCOC(=O)C1C(=O)NC(N2CCN(Cc3ccccc3)CC2)=NC1c1ccco1 (configuration not stated)	11	1	8	0	-4	1	-1.0	-2	-2	2
COc1ccc(-n2c(COc3cccc(C)c3)nnc2SCC(=O)NCc2ccco2)cc1	-3	1	-16	1	-11	11	0.2	-10	-17	17
O=C(NNc1nc(-c2ccccc2)c2cc(Br)ccc2n1)c1ccc(S(=O)(=O)N2CCCCC2)cc1	16	-4	-11	-3	0	3	1.6	-6	23	-23
CCCCn1cnc2c(SCc3ccccn3)nc(N)nc21	-24	0	-4	3	1	0	1.2	-3	-4	4
Cc1ccc(OC2=NS(=O)(=O)c3ccccc32)cc1	5	-2	9	10	-10	1	2.0	-9	-8	8
Cc1ccc(C(=O)Nc2ccc(C)c(S(=O)(=O)Nc3ccccc3Cl)c2)s1	28	-2	7	-2	-2	2	-2.9	6	22	-22
CC1CCCC(NC(=O)c2ccncc2)C1C (configuration not stated)	24	-2	10	-1	-1	-1	2.1	-10	-1	1
CCc1nn(C)c(-c2n[nH]c(=S)n2N)c1Cl	14	1	2	-3	-4	5	0.1	13	·	·
COc1cccc(CNCCNC(=O)c2ccco2)c1OC	-4	2	1	-3	1	-10	0.5	10	-8	8
CCc1ccc(OCC(=O)Nc2ccncc2)c(Br)c1	-3	-1	-13	0	3	-3	2.2	-7	-23	23
